BLM helicase inh = Bloom syndrome helicase (human) inhibition | Potency, µM (titrated, usually from 56.1 µM), without a hit: at the highest dose activity change, negative = inhibition, hits mostly inhibitors | actives 0.2% (n = 350,000) | P54132 | recombinant BLM DNA unwinding, fluorescence dequenching;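 further: plate controls were vehicle for no effect and no enzyme for full effect; nearly all actives have a fitted effect of over 35% in size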
Target sequence (P54132 whole entry, looked up): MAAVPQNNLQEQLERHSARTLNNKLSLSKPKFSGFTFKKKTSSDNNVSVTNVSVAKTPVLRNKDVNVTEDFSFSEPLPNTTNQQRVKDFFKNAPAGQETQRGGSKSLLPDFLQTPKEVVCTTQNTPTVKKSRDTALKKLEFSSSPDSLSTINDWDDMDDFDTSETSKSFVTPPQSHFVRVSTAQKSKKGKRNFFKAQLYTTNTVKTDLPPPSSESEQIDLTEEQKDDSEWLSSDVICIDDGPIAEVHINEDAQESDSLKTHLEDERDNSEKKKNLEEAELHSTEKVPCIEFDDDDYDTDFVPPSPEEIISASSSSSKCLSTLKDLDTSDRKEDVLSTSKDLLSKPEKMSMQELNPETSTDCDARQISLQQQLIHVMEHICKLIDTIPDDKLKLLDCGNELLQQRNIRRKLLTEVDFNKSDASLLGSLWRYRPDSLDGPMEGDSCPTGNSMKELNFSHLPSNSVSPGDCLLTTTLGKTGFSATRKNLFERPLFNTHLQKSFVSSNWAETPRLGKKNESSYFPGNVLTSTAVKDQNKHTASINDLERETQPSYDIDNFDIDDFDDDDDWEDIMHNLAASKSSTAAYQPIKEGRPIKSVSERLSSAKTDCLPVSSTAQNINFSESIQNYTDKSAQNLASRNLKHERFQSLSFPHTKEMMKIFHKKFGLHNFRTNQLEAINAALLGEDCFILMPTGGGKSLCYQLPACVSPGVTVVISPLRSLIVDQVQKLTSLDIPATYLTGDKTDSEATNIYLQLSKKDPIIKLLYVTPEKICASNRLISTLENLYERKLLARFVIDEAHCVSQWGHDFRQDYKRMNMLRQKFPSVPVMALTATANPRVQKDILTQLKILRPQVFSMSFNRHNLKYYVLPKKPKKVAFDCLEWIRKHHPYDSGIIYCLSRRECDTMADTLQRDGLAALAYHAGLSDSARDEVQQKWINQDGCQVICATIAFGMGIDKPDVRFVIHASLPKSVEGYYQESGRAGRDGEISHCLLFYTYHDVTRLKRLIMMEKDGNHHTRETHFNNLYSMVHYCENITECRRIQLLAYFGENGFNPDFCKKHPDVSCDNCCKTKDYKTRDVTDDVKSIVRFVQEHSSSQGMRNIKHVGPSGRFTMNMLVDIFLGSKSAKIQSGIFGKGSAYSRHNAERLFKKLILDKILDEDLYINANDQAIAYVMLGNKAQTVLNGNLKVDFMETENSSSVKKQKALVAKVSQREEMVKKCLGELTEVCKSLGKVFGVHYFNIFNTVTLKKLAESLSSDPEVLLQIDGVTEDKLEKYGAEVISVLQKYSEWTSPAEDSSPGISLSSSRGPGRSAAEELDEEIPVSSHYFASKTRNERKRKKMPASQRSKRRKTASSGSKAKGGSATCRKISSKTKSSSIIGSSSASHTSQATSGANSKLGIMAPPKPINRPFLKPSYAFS
JMJD2A Tudor inh = blocks the human JMJD2A Tudor domain; AlphaScreen JMJD2A-Tudor / H3K4me3 peptide binding; Potency, µM (doses to about 114 µM), for inactives: top-dose activity change, negative = inhibition, hits mostly inhibitors; actives 4.4% (n = 390,000); AID 504339; further: on the % scale 0 is the no-effect control and ±100 the full control effect; nearly all actives have a fitted effect of over 50% in size
APE1 inh = APE1 (human) endonuclease inhibition; P27695; recombinant APE1, TAMRA/BHQ-2 abasic DNA cleavage fluorescence; Potency, µM (titrated, usually from 65.8 µM), for inactives: top-dose activity change, negative = inhibition, actives largely listed as inhibitors; actives 0.35% (n = 350,000); AID 2517;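 further: plate controls were vehicle for no effect and reference inhibitor for full effect; nearly all actives have a fitted effect of over 55% in size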
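Activity was derived from the fluorescence gain between first and third kinetic reads (60 s intervals, ex 525/em 598 nm) after 50 nM THF-abasic TAMRA/BHQ-2 duplex was added to 0.75 nM APE1 preincubated 15 min with compound.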
Pol iota inh = blocks human DNA polymerase iota activity. Pol iota fluorescent replication assay, 10 min. Q9UNA4. AID 588590. Potency, µM (series often up to 115 µM), without a hit: at the highest dose activity, negative = inhibition, hits mostly inhibitors. actives 1% (n = 390,000)
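Fluorescent replication assay read twice, at 0 min and 10 min after adding 50 nM (final) substrate. Enzyme (10 nM) and compounds were first incubated 15 min at room temperature; enzyme-free buffer wells were negative controls.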
POLB inh = blocks human DNA polymerase beta activity. Potency, µM (highest dose often 114 µM), for the others: top-dose activity change, negative = inhibition, most hits filed as inhibitors. actives 1.3% (n = 340,000). Pol beta primer extension/strand displacement, fluorescence kinetic; further: on the % scale 0 is the no-effect control and ±100 the full control effect
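Preincubation: enzyme (10 nM) with compound, 15 min, RT. Reaction: substrate added to 50 nM final. Reads: 0 and 10 min. Analysis: normalized, Hill fit.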
BAZ2B inh = BAZ2B (human) inhibition. Potency, µM (titrated, usually from 114 µM), inactives show at the top dose activity change, negative = inhibition, actives largely listed as inhibitors. AlphaScreen BAZ2B-H3K14Ac peptide displacement. actives 4.4% (n = 360,000); further: on the % scale 0 is the no-effect control and ±100 the full control effect; nearly all actives have a fitted effect of over 60% in size
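Compounds, titrated to a top concentration of 110 uM, were incubated 30 min at room temperature with preformed BAZ2B/acetyl-K14 H3 peptide complex (50 nM each). Proximity signal was measured by AlphaScreen after 20 min with beads.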
G9a inh = blocks human histone lysine methyltransferase G9a; actives 8.8% (n = 350,000); Potency, µM (doses to about 102 µM), without a hit: top-dose activity, negative = inhibition, hits mostly inhibitors; G9a H3K9 monomethylation, AlphaScreen, 2 h; Q96KQ7; AID 504332; further: on the % scale 0 is the no-effect control and ±100 the full control effect; nearly all actives have a fitted effect of over 75% in size
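Methyltransferase reactions run at room temperature for 2 h (20 nM enzyme, 500 nM biotin-H3K9 peptide, 20 uM SAM) after a 15 min compound preincubation; product detected by AlphaScreen beads and anti-H3K9me1 antibody.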
Pol eta inh = DNA polymerase eta (human) inhibition. Q9Y253. recombinant Pol eta, fluorescent DNA replication assay. Potency, µM (highest dose often 114 µM), for inactives: at the highest dose activity change, negative = inhibition, actives largely listed as inhibitors. actives 1.2% (n = 390,000); further: on the % scale 0 is the no-effect control and ±100 the full control effect
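Fluorescent replication assay: 50 nM final substrate added after a 15 min room-temperature compound preincubation with 10 nM enzyme. Signal taken at 0 min and again at 10 min.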
Pol kappa inh = inhibitors of human DNA polymerase kappa | actives 0.53% (n = 400,000) | AID 588579 | Potency, µM (doses to about 107 µM), for inactives: at the highest dose activity, negative = inhibition, usual class: inhibitors | purified Pol kappa, fluorescent DNA synthesis assay, 10 min | Q9UBT6; further: on the % scale 0 is the no-effect control and ±100 the full control effect
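Here, compound and 10 nM enzyme are combined for 15 min at room temperature; adding 50 nM substrate (final) starts DNA synthesis, tracked by fluorescence at 0 and 10 min against buffer-only wells.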
* = called active by the depositor; ? = inconclusive; · = no result given; [ ] = dose if it differs, or a comment. The call rests on the fitted dose curve; in most records, active means well fitted curve in the direction sought with a large enough effect; inconclusive means small, poorly fitted or top-dose-only effect, or another doubt; inactive means no such curve, though single readings can be large; an effect the other way counts as inactive or inconclusive. Potency means the concentration at half of the fitted maximal effect. Only part of the results is shown (hit frequency here may not be typical).

[1] Cc1cc2occ(CC(=O)N(C)CC(=O)Nc3ccc(F)cc3)c2cc1C
[2] COc1ccc(-n2nc(C(=O)NCC(=O)N3CCCC(C)C3)c3ccccc3c2=O)cc1 (stereo not given)
[3] CC(C)NC(=O)Cn1c(SCC(=O)N2CCCc3ccccc32)nc2ccccc21
[4] COc1ccc(/C=N/Nc2ncnc(Cl)c2N)cc1OC
[5] CCc1ccc(NC(=O)c2ccc(F)c(S(=O)(=O)N(C)C3CCCCC3)c2)cc1
[6] COc1ccc(NCC(=O)N/N=C/C2CCCCC2)cc1
[7] CC(C)(C)NC(=O)c1oc2ccccc2c1COc1ccccc1
[8] Cc1cc(C)c(C#N)c(Sc2nnnn2-c2ccccc2)n1
[9] CC(C)(C)NC(=O)C(c1ccncc1)N(C(=O)C1CSC(=O)C1)c1ccccc1 (stereo not given)
[10] CCCCNS(=O)(=O)c1ccc(OC)c(Cl)c1Cl
Compound	1	2	3	4	5	6	7	8	9	10
BLM helicase inh	·	1%	2%	-11%	-7%	-2%	-7%	0%	3%	-3%
JMJD2A Tudor inh	-12%	-9%	-15%	-25%	-16%	-27%	50%[activator]	-3%	11%	7%
APE1 inh	-2%	-26%	0%	-6%	·	-5%	11%	0%	2%	-2%
Pol iota inh	-17%	72%[activator]	38%[activator]	26%	30%	?	3%	-9%	-7%	5%
POLB inh	·	52%	1%	?	5%	3%	-7%	3%	1%	35%
BAZ2B inh	2%	24%	-25%	?	7%	-14%	40%[activator]	-2%	-17%	7%
G9a inh	-7%	-1%	-16%	50µM*	3%[59 µM]	-28%	114%[activator]	0%[59 µM]	13%	33%
Pol eta inh	-13%	5%	-3%	-21%	-15%	-27%	-25%	-12%	-11%	-5%
Pol kappa inh	-18%	-9%	-5%	-22%	-10%[60.1 µM]	-5%	-25%	9%	1%	3%

Eight structures already listed, sorted by SMILES length, largest number first.
[2] COc1ccc(-n2nc(C(=O)NCC(=O)N3CCCC(C)C3)c3ccccc3c2=O)cc1 (stereo not given)
[5] CCc1ccc(NC(=O)c2ccc(F)c(S(=O)(=O)N(C)C3CCCCC3)c2)cc1
[3] CC(C)NC(=O)Cn1c(SCC(=O)N2CCCc3ccccc32)nc2ccccc21
[1] Cc1cc2occ(CC(=O)N(C)CC(=O)Nc3ccc(F)cc3)c2cc1C
[7] CC(C)(C)NC(=O)c1oc2ccccc2c1COc1ccccc1
[8] Cc1cc(C)c(C#N)c(Sc2nnnn2-c2ccccc2)n1
[4] COc1ccc(/C=N/Nc2ncnc(Cl)c2N)cc1OC
[10] CCCCNS(=O)(=O)c1ccc(OC)c(Cl)c1Cl
Compound	2	5	3	1	7	8	4	10
BLM helicase inh	1%	-7%	2%	·	-7%	0%	-11%	-3%
JMJD2A Tudor inh	-9%	-16%	-15%	-12%	50%[activator]	-3%	-25%	7%
APE1 inh	-26%	·	0%	-2%	11%	0%	-6%	-2%
Pol iota inh	72%[activator]	30%	38%[activator]	-17%	3%	-9%	26%	5%
POLB inh	52%	5%	1%	·	-7%	3%	?	35%
BAZ2B inh	24%	7%	-25%	2%	40%[activator]	-2%	?	7%
G9a inh	-1%	3%[59 µM]	-16%	-7%	114%[activator]	0%[59 µM]	50µM*	33%
Pol eta inh	5%	-15%	-3%	-13%	-25%	-12%	-21%	-5%
Pol kappa inh	-9%	-10%[60.1 µM]	-5%	-18%	-25%	9%	-22%	3%

(next part)
[11] CCSc1ncc(Cl)c(C(=O)N(Cc2ccc(N(C)C)cc2)Cc2ccco2)n1
[12] CCN(CC)S(=O)(=O)c1cc(OC)c(C)cc1C
[13] COc1cc(C(=O)NCCc2ccc(S(N)(=O)=O)cc2)cc(OC)c1OC
[14] Cc1cc(O)ccc1NC(=O)c1ccccc1
[15] O=C(COC(=O)/C=C/c1ccc(C(F)(F)F)cc1)NC1CC1
[16] O=C(c1cccc(Cl)c1)N1CCC(N2CCC(C(=O)N3CCCC3)CC2)CC1
[17] CC(C)Cn1c(N)c(C(=O)COC(=O)CCc2nc3ccccc3s2)c(=O)n(C)c1=O
[18] Cc1c(N=Nc2ccc(O)cc2)c(=O)n(-c2ccccc2)n1C
[19] COc1ccccc1N(C)S(=O)(=O)c1ccc(C(=O)NC(C)(C)C)cc1
[20] COc1ccc(CCNc2ncnc3c2cnn3-c2cc(Cl)ccc2C)cc1
Compound	11	12	13	14	15	16	17	18	19	20
BLM helicase inh	-8%	-4%	-3%	-1%	·	-1%	-5%	6%	-2%	-1%
JMJD2A Tudor inh	18µM*	-8%	-18%	-9%	-11%	3%	-8%	-22%	-3%	-1%
APE1 inh	·	14%	7%	-1%	-30%	-9%	-2%	-1%	-10%	·
Pol iota inh	-19%	48%[activator]	17%	33%[activator]	9%	1%	41%[activator]	138%[activator]	9%	-22%
POLB inh	5%	19%	7%	41%	·	-15%	2%	3%	0%	1%
BAZ2B inh	10µM*	0%	3%	10%	9%	-9%	5%	?	9%	1%
G9a inh	13µM*	-16%	-47%	-3%[2.33 µM]	?	76%[activator][59 µM]	-31%	-1%	?	0%[59 µM]
Pol eta inh	·	-14%	3%	-11%	-3%	-23%	-8%	-10%	2%	-25%
Pol kappa inh	0%	-4%	-2%	-3%	-11%	-6%	1%	-2%	-12%	-2%[60.1 µM]

[21] CC(C)(C)OC(=O)N1CCC(c2c(C(=O)N3CCN(C(=O)c4ccco4)CC3)cnn2-c2ccccc2)CC1
[22] CCOc1ccc(CNC(=O)c2ccc(NC(=O)C3=CSCCO3)cc2)cc1
[23] COc1ccc(C(C)=O)cc1Cn1nc(C)c([N+](=O)[O-])c1C
[24] CNc1nc(-c2ccc3c(c2)CCN3C(=O)c2ccccc2F)cs1
[25] CCC(Cc1ccccc1)NC(=O)CN1C(=O)CSc2ncccc21 (stereo not given)
[26] CC(=O)Nc1nc(C)c(-c2nc3ccc([N+](=O)[O-])cc3[nH]2)s1
[27] O=C(COc1ccc(Cl)cc1)Nc1ccc2oc(=O)ccc2c1
[28] CC(C)C(=O)Nc1cccc(NC(=S)NC(=O)c2cccs2)c1
[29] CC1(c2ccccc2)NC(=O)N(CC(=O)NC(=O)NC2CCCC2)C1=O (stereo not given)
[30] COc1cccc(/C=C/C(=O)OCC(=O)Nc2ccc(Cl)c(S(=O)(=O)N(C)C)c2)c1OC
Compound	21	22	23	24	25	26	27	28	29	30
BLM helicase inh	0%	-6%	0%	-7%	4%	-10%	-2%	-2%	-1%	-8%
JMJD2A Tudor inh	5%	-19%	-4%	?	-6%	-16%	7%	-9%	-16%[57.1 µM]	-21%
APE1 inh	·	20%	-2%	-7%	9%	-7%	-7%	17%	7%	-7%
Pol iota inh	17%	-3%	2%	-12%	40%[activator]	1%	23%	-4%	-4%	63%[activator]
POLB inh	5%	1%	-8%	-21%	19%	-11%	20%	-9%	6%	-11%
BAZ2B inh	15%[57.1 µM]	-29%	-14%	50µM*	-2%	-14%	-5%	-6%	-33%	-16%
G9a inh	0%[59 µM]	4%[59 µM]	17%	50µM*	27%[59 µM]	43%	14%	?	-31%[59 µM]	-3%
Pol eta inh	11%	6%	-6%	-8%	-11%	-28%	-5%	-13%	-6%	3%
Pol kappa inh	-6%	-3%	-6%	-6%	8%	-3%	-11%	-4%	0%	-11%

[31] Cn1c(=O)cc(OCC(=O)NC2CCCCC2)c2ccccc21
[32] CN1CCN(S(=O)(=O)c2ccc(-c3ccc(S(=O)(=O)N4CCN(C)CC4)cc3)cc2)CC1
[33] Cc1n(CC(O)COC2CCCCC2)c2ccccc2[n+]1C (stereo not given)
[34] O=C(COC(=O)CCCN=C1NS(=O)(=O)c2ccccc21)NNC(=O)c1ccccc1
[35] CCC(Sc1nc2ccncc2[nH]1)C(=O)Nc1ccc(C)c(Cl)c1 (stereo not given)
[36] COc1ccc(-c2cc3nc(C)c(CCC(=O)N4CCN(c5ccccn5)CC4)c(C)n3n2)c(OC)c1
[37] O=C(c1cccc(S(=O)(=O)N2CCOCC2)c1)N1CCN(c2ccc(F)cc2)CC1
[38] COc1ccccc1-c1cccc([C@@H]2C[C@H]3[C@H](CON3C)CN2C)c1
[39] N#Cc1c(N2C(=O)Nc3ccccc3N2O)sc2c1CCCC2
[40] CC(C)OCCCNC(=O)c1cn(C)c2ccc(S(=O)(=O)N3CCCC3)cc2c1=O
Compound	31	32	33	34	35	36	37	38	39	40
BLM helicase inh	1%	-2%	4%	·	-6%	-3%	0%	·	-2%	1%
JMJD2A Tudor inh	21%	·	79µM*	-8%	-16%	-7%	-14%	-19%	-1%	1%
APE1 inh	-2%	-3%	8%	20%	13%	1%	-3%	·	-2%	56%[activator]
Pol iota inh	16%	·	-16%	1%	-12%	?	-1%[58.9 µM]	7%	75%[activator]	14%
POLB inh	-12%	0%	25%	·	0%	-20%	39%	·	6%	33%
BAZ2B inh	0%	·	6%	7%	-28%	3%	-6%	·	·	-3%
G9a inh	0%[12.7 µM]	6%[59 µM]	?	-17%[59 µM]	?	-33%	-42%	·	?	34%
Pol eta inh	-2%	·	-5%	-9%	-24%	-11%	-6%	-4%	-21%	-11%
Pol kappa inh	-9%	·	0%	-3%	-1%	-6%	-3%	-11%	1%	8%

[41] CCN(CCNC(=O)c1cccc(N2CCCC2=O)c1)c1ccccc1
[42] COc1ccccc1C(=O)NC(=S)Nc1ccc(N2CCCC2)cc1
[43] COC(=O)Cc1[nH]nc2c1C(c1cccc(OC)c1OC)C(C#N)=C(N)O2 (stereo not given)
[44] COc1c(Br)cc(Br)cc1/C=N/NC(=O)c1cccnc1
[45] CC1=C(C(=O)OCc2ccccc2)C(c2ccco2)C2=C(CC(C)(C)CC2=O)N1 (stereo not given)
Compound	41	42	43	44	45
BLM helicase inh	1%	0%	-3%	-3%	-12%
JMJD2A Tudor inh	-11%	?	-7%[57.1 µM]	-7%	-15%
APE1 inh	3%	2%	5%	14%	-7%
Pol iota inh	5%	?	-3%	24%	0%
POLB inh	0%	13%	-5%	10%	-20%
BAZ2B inh	-27%	1%	15%	-4%	-26%
G9a inh	50µM*	45µM*	?	-11%[59 µM]	?
Pol eta inh	-3%	-16%	1%	-1%	-13%
Pol kappa inh	-22%	-15%	-13%	2%	-8%

Screening data: PubChem BioAssay, National Center for Advancing Translational Sciences (NCATS)
